IDE act: human IDE activators in live cells, primary screen, fluorescence polarization, HEK cells, FAbeta-B substrate | Insulin-degrading enzyme (Homo sapiens), P14735 | FAbeta-B cleavage; 0% vehicle, 100% cell-free pure enzyme wells | activation, % at 5.96 µM | actives 0.073% (n = 340,000) | AID 493087, 2011;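 active = activation above the mean of all tested compounds plus 3 SD, set per screening campaign, cut at about 17% in these data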
Target sequence (P14735 whole entry, looked up): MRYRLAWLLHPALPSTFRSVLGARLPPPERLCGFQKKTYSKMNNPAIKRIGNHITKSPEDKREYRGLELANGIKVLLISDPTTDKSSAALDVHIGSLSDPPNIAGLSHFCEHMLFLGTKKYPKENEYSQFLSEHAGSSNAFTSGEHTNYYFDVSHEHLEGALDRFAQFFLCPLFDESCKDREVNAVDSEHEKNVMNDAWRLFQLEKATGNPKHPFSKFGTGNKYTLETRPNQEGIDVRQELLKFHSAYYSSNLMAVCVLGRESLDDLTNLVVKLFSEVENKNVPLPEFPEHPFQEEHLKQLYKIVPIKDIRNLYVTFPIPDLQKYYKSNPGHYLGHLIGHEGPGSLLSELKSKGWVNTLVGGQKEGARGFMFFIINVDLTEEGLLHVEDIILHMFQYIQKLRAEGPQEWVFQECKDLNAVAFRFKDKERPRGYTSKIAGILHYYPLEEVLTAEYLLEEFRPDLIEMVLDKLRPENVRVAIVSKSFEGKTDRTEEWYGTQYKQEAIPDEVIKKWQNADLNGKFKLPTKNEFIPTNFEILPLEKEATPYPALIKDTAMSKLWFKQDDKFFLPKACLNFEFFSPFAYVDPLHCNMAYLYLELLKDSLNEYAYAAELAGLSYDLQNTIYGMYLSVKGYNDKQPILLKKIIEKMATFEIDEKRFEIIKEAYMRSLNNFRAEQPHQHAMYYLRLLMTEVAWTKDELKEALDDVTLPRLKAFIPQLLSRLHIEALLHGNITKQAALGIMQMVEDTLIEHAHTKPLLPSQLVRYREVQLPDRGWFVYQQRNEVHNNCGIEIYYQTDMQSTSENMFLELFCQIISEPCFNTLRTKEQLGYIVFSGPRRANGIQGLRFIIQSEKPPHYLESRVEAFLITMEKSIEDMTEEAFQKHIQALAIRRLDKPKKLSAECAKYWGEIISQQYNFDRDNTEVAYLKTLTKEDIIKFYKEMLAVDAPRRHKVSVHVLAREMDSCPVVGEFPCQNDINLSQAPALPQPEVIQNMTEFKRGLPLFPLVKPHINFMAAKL
CHRM4 PAM: human M4 muscarinic receptor positive allosteric modulators, primary screen, CHO-K1 cells, Fluo-8 calcium fluorescence; Muscarinic acetylcholine receptor M4 (Homo sapiens), P08173; CHO-K1 hM4/Gqi5, ACh EC20; 0% = ACh EC20, 100% = maximal ACh; activation, % at 3 µM; actives 0.4% (n = 360,000);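 active = activation above its plate's cutoff, the mean activation of sample wells plus 3 SD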; note: some results filed as inactive read as strong as hits
IDE cell inh: human IDE inhibitors in live cells, primary screen, fluorescence polarization, HEK cells, FAbetaB substrate | Insulin-degrading enzyme (Homo sapiens), P14735 | FAbetaB cleavage | inhibition, % at 5.59 µM | actives 0.41% (n = 320,000);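 active = percent inhibition above the average of all tested compounds plus 3 SD, set per screening campaign, cut at about 16% in these data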;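 note: IDE supplied by intact live HEK cells; FP after avidin binding of uncleaved biotin substrate so inhibition keeps polarization high; 0% = DMSO wells and 100% = 60 µM reference IDE inhibitor Ii1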
pCIP destab: p/CIP-EGFP fusion destabilizers, primary screen, fluorescence, F442A cells | Q05BA5 | 16 h | decrease of EGFP signal, % at 10 µM | actives 0.01% (n = 290,000);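 active = EGFP signal decrease of at least 30% at 10 µM or well 3 SD below plate mean, unless failing retest; inactive = the rest, including hits failing retest or dose response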; note: some compounds called inactive have numbers as strong as hits; many of its hits are not listed in these tables
CRFBP-R2 agonist: agonists of CRF-BP/CRF-R2 complex, primary screen, cell-based, HEK293, calcium dye fluorescence, uHTS. CRF-binding protein / CRF receptor 2 complex (human). calcium dye fluorescence (FLIPR); percent of saturating CRF peptide response. activation, % at 13.2 µM. actives 0.46% (n = 350,000);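 active = activation of at least 50%, plus an integration ratio under a set limit after plate pattern correction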;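 note: plate controls were neutral control wells without compound for no effect and CRF at EC100 for full effect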
MEKK3 PB1 HTS: modulators of MEKK3-MEK5 PB1 binding, primary screen, biochemical, wildtype MEKK3, multiplex bead flow cytometry, Alexa488-MEK5 | binding response (% of control), % at 10 µM | bead-based flow cytometry, Alexa488-MEK5 binding to MEKK3; actives lie on both sides; 0 = blocked by unlabeled MEK5, 100 = vehicle | actives 1.4% (n = 290,000) | Mitogen-activated protein kinase kinase kinase 3 (Homo sapiens), Q99759;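 active = binding response more than 3 SD above or below the average of its plate-row segment, actives on both sides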;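 note: Alexa488 bead fluorescence after subtracting the streptavidin-only scavenger bead signal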
PHOSPHO1 block: PubChem AID 1565. recombinant PHOSPHO1, absorbance phosphatase assay. inhibition, % at 13.3 µM. actives 1.1% (n = 290,000); in the data active = inhibition above about 60%
CRFR2-BP antag: antagonists of CRF-BP/CRF-R2 complex, primary screen, cell-based, HEK293, calcium dye fluorescence, uHTS; CRF-induced calcium fluorescence; inhibition, % at 11.8 µM; actives 0.59% (n = 350,000); AID 588475, 2011;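 active = inhibition of the ligand-induced calcium signal above about 50% at the single tested concentration, limit read from the data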
GalR3 antag: GalR3 antagonists in HEK293 cells, primary screen, cell-based, fluorescence readout | AID 651719, 2012 | actives 0.44% (n = 360,000) | inhibition, % at 3 µM | Galanin receptor type 3 (Homo sapiens), O60755 | HEK293 GalR3-CNG cAMP membrane potential fluorescence; galR3 body fused to GalR1 C-terminus;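 active = inhibition above the screen-wide average plus 3 SD, cut at about 13% in these data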;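 note: forskolin and galanin both at EC90 stimulate the cells; cAMP rise reported by CNG channel membrane potential dye signal; 0% = forskolin plus galanin with DMSO and 100% = forskolin alone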
The depositor's hits bear a star; [ ] = another dose, or the depositor's remark.

`Cc1cc(NC(=O)CSc2nc3c(c(-c4cccnc4)c2C#N)CCC3)no1` gave IDE act -1.0, CHRM4 PAM 2.7, IDE cell inh -0.2, pCIP destab -15.8, CRFBP-R2 agonist -1.1, MEKK3 PB1 HTS 111.0, PHOSPHO1 block -33.6, CRFR2-BP antag 22.7 and GalR3 antag -4.2.
Cc1ccccc1NC(=S)N(Cc1ccco1)C(C)c1cccs1 (centres undefined) was read as IDE act 4.4, CHRM4 PAM -4.3, IDE cell inh -0.3, pCIP destab 2.6, CRFBP-R2 agonist -0.5, MEKK3 PB1 HTS 103.0, PHOSPHO1 block 28.0, CRFR2-BP antag -0.2 and GalR3 antag -3.5.
COc1ccc(-c2nc(CS(=O)(=O)CC(=O)NC3CCCCC3C)c(C)o2)cc1 (centres undefined) was read as IDE act 2.5, CHRM4 PAM 2.3, IDE cell inh -3.3, pCIP destab 0.5, CRFBP-R2 agonist 1.1, MEKK3 PB1 HTS 101.0, PHOSPHO1 block 59.8, CRFR2-BP antag 0.3 and GalR3 antag 4.1.
For CC(C)CCNC(=O)c1nnc(Cc2ccc(Cl)cc2)o1 the results were IDE act 0.1, CHRM4 PAM 7.8, IDE cell inh 1.4, pCIP destab -16.0, CRFBP-R2 agonist -1.5, MEKK3 PB1 HTS 110.0, PHOSPHO1 block -1.3, CRFR2-BP antag -6.6 and GalR3 antag 0.4.
O=C(NCCN1C(=O)C2C3C=CC(C3)C2C1=O)Nc1ccccc1 (centres undefined) was read as IDE act 5.0, CHRM4 PAM 5.5, IDE cell inh 6.2, pCIP destab -17.7, CRFBP-R2 agonist 0.3, MEKK3 PB1 HTS 96.0, PHOSPHO1 block 12.6, CRFR2-BP antag 7.5 and GalR3 antag 1.0.
For Cc1ccc(NC(=O)c2c([N+](=O)[O-])cnn2C)cc1C the results were IDE act -4.0, CHRM4 PAM -6.7, IDE cell inh 7.0, pCIP destab 1.7, CRFBP-R2 agonist 0.8, MEKK3 PB1 HTS 102.0, PHOSPHO1 block 8.5, CRFR2-BP antag -4.9 and GalR3 antag -6.1.
For O=C(CSc1ccc(Cl)cc1)Nc1ccccc1 the results were CHRM4 PAM 7.2, CRFBP-R2 agonist -4.7, CRFR2-BP antag 16.9 and GalR3 antag -4.2.
COC(=O)c1ccc(NC(=O)CN2CCC(NC(=O)c3ccco3)CC2)cc1 was read as IDE act -0.2, CHRM4 PAM 2.1, IDE cell inh -4.9, pCIP destab 9.9, CRFBP-R2 agonist 0.9, MEKK3 PB1 HTS 88.0, PHOSPHO1 block 8.0, CRFR2-BP antag -3.9 and GalR3 antag -5.7.
COc1ccc(COCCN2CCN(S(=O)(=O)c3ccc(C)cc3)CCC2=O)cc1 was read as IDE cell inh -2.4, pCIP destab -5.5, CRFBP-R2 agonist -1.2, MEKK3 PB1 HTS 105.0, PHOSPHO1 block -11.1, CRFR2-BP antag 3.8 and GalR3 antag -3.9.
CCCCCCOc1ccc(OC(=O)c2ccncc2)cc1 was read as IDE act 0.8, CHRM4 PAM -3.2, IDE cell inh 5.3, pCIP destab 3.5, CRFBP-R2 agonist 2.9, MEKK3 PB1 HTS 94.0, PHOSPHO1 block -5.6, CRFR2-BP antag -20.5 and GalR3 antag -3.4.
Screening Cc1ccc(S(=O)(=O)CNC(=S)c2cccc(Cl)c2)cc1 returned IDE act -12.5, CHRM4 PAM -6.4, IDE cell inh 6.6, pCIP destab 8.9, CRFBP-R2 agonist -3.0, MEKK3 PB1 HTS 117.0, PHOSPHO1 block -6.4, CRFR2-BP antag 10.2 and GalR3 antag 0.6.
Screening Cc1ccc2cc(C3CC(c4ccco4)=NN3C(=O)CCC(=O)O)c(Cl)nc2c1 (centres undefined) returned IDE act -2.6, CHRM4 PAM -2.8, IDE cell inh 4.0, pCIP destab -4.1, CRFBP-R2 agonist 4.3, MEKK3 PB1 HTS 100.0, PHOSPHO1 block -4.6, CRFR2-BP antag 4.3 and GalR3 antag -3.7.
`CC(/C=N/Nc1ncc(C)c(=O)[nH]1)=C\c1ccccc1` gave IDE act 3.3, CHRM4 PAM 1.3, IDE cell inh -1.9, pCIP destab 11.3, CRFBP-R2 agonist -0.2, MEKK3 PB1 HTS 140.0*, PHOSPHO1 block -15.6, CRFR2-BP antag -10.8 and GalR3 antag -4.7.
Screening COc1ccc(NS(=O)(=O)c2c(C)n(C)c(=O)n(C)c2=O)cc1 returned IDE act 2.5, CHRM4 PAM 0.7, IDE cell inh 0.6, pCIP destab -9.7, CRFBP-R2 agonist -5.1, MEKK3 PB1 HTS 97.0, PHOSPHO1 block 25.4 and CRFR2-BP antag 37.7.
CCOC(=O)N1CCN(c2c(NCc3ccc(F)cc3)c(=O)c2=O)CC1 was read as IDE act 4.7, CHRM4 PAM 10.4, IDE cell inh -3.4, pCIP destab -0.9, CRFBP-R2 agonist -0.2, MEKK3 PB1 HTS 80.0, PHOSPHO1 block 27.4, CRFR2-BP antag -2.9 and GalR3 antag -0.3.
Screening O=C(Nc1ccccc1)C1CC(=O)N(C2CCCCC2)C1 (centres undefined) returned IDE act 3.5, CHRM4 PAM -1.8, IDE cell inh 0.1, pCIP destab 9.0, CRFBP-R2 agonist 0.1, MEKK3 PB1 HTS 101.0, PHOSPHO1 block 5.7, CRFR2-BP antag 0.1 and GalR3 antag 7.8.
Cc1cc(C)nc(CCNC(=O)CC2C(=O)NCCN2Cc2ccc(F)cc2Cl)n1 (centres undefined) was read as IDE act -3.5, CHRM4 PAM 0.3, IDE cell inh -0.9, pCIP destab -14.1, CRFBP-R2 agonist 3.1, MEKK3 PB1 HTS 102.0, PHOSPHO1 block -4.0, CRFR2-BP antag -1.9 and GalR3 antag -4.2.
For COc1ccc([N+](=O)[O-])c(OC)c1C(=O)NC(=O)Nc1c(C)cccc1C the results were IDE act 2.6, CHRM4 PAM 1.5, IDE cell inh -1.8, pCIP destab -3.6, CRFBP-R2 agonist -5.1, MEKK3 PB1 HTS 105.0, PHOSPHO1 block 35.6, CRFR2-BP antag 8.0 and GalR3 antag -11.0.
COC(=O)C1CCN(C2CC(=O)N(c3cc(C)cc(C)c3)C2=O)CC1 (centres undefined) was read as IDE act 3.2, CHRM4 PAM -2.3, IDE cell inh 2.4, pCIP destab -1.9, CRFBP-R2 agonist 1.4, MEKK3 PB1 HTS 78.0, PHOSPHO1 block -40.0, CRFR2-BP antag -2.4 and GalR3 antag -3.7.
Screening COc1ccccc1N(C)S(=O)(=O)c1ccc(C)c(C(=O)N2CCCCCC2)c1 returned IDE act 2.7, CHRM4 PAM -4.1, CRFBP-R2 agonist -0.1, CRFR2-BP antag -1.1 and GalR3 antag -6.2.
Cc1cccc(C)c1NC(=O)N1C(C(=O)O)CSC1C(=O)O (centres undefined) was read as IDE act 1.6, CHRM4 PAM -2.5, IDE cell inh 0.0, pCIP destab -2.5, CRFBP-R2 agonist -0.6, MEKK3 PB1 HTS 103.0, PHOSPHO1 block -17.9, CRFR2-BP antag -8.2 and GalR3 antag -0.6.
For CN(C)c1ccc(/C=C2/C=C(c3ccc4c(c3)CCCC4)OC2=O)cc1 the results were IDE act 6.5, CHRM4 PAM -0.1, IDE cell inh 1.8, pCIP destab -8.3, CRFBP-R2 agonist -0.5, MEKK3 PB1 HTS 73.0*[inhibitor], PHOSPHO1 block -14.8, CRFR2-BP antag -6.4 and GalR3 antag 1.7.
Screening CCOc1ccc(N(C(C)C(=O)Nc2cccnc2)S(C)(=O)=O)cc1 (centres undefined) returned IDE act 5.1, CHRM4 PAM 6.3, IDE cell inh 2.1, pCIP destab 0.2, CRFBP-R2 agonist 0.2, MEKK3 PB1 HTS 102.0, PHOSPHO1 block 44.9, CRFR2-BP antag -1.5 and GalR3 antag -3.3.
Screening CC(=O)c1ccc(Nc2cc(C)nc3ccccc23)cc1 returned IDE act 2.5, CHRM4 PAM -5.0, IDE cell inh 3.8, pCIP destab 4.4, CRFBP-R2 agonist -2.8, MEKK3 PB1 HTS 102.0, PHOSPHO1 block -21.8, CRFR2-BP antag 18.4 and GalR3 antag -5.2.
`Cc1cc(C)c(S(=O)(=O)N(CC(=O)O)C2CCCCC2)c(C)c1` gave IDE act 1.9, CHRM4 PAM -1.5, IDE cell inh -2.6, pCIP destab 5.2, CRFBP-R2 agonist -2.9, MEKK3 PB1 HTS 99.0, PHOSPHO1 block -41.8, CRFR2-BP antag 15.8 and GalR3 antag -3.0.
Screening CCn1c(CNC(=O)c2ccco2)nnc1SCC(=O)c1ccccc1 returned IDE act 7.1, CHRM4 PAM 1.0, IDE cell inh -3.4, pCIP destab -4.8, CRFBP-R2 agonist -1.1, MEKK3 PB1 HTS 99.0, PHOSPHO1 block 36.3, CRFR2-BP antag -11.2 and GalR3 antag -1.0.
Screening Cc1cc(C(=O)OCC(=O)N2CCOCC2)ccc1[N+](=O)[O-] returned IDE act -5.4, CHRM4 PAM 11.5, IDE cell inh 4.3, pCIP destab -8.8, CRFBP-R2 agonist 6.8, MEKK3 PB1 HTS 91.0, PHOSPHO1 block 13.3, CRFR2-BP antag 3.9 and GalR3 antag -3.3.
`COC(=O)Cn1cnc(C(=O)Nc2ccc(C)c(C)c2)n1` gave IDE act 2.9, CHRM4 PAM -4.8, CRFBP-R2 agonist -2.2, CRFR2-BP antag -0.1 and GalR3 antag -6.4.
`Cc1ccc(OCC(=O)Nc2cc(NC(=O)COc3ccc(C)cc3)cc(C(=O)O)c2)cc1` gave IDE act 6.3, CHRM4 PAM 8.2, IDE cell inh -2.4, pCIP destab 2.9, CRFBP-R2 agonist 1.1, MEKK3 PB1 HTS 105.0, PHOSPHO1 block 13.9, CRFR2-BP antag 6.0 and GalR3 antag -0.2.
CSc1ncccc1C(=O)OCC(=O)Nc1ccc(S(=O)(=O)N2CCCC2)cc1 was read as IDE act 1.4, CHRM4 PAM -4.4, IDE cell inh -0.5, pCIP destab 10.6, CRFBP-R2 agonist 0.2, MEKK3 PB1 HTS 107.0, PHOSPHO1 block -18.4, CRFR2-BP antag 3.3 and GalR3 antag -6.0.
Screening O=C(CNC(=S)N(CCCN1CCOCC1)Cc1cccs1)NC1CCCCC1 returned IDE act 2.0, CHRM4 PAM -5.7, IDE cell inh -3.5, pCIP destab 0.5, CRFBP-R2 agonist 0.8, MEKK3 PB1 HTS 83.0, PHOSPHO1 block 24.4, CRFR2-BP antag -1.1 and GalR3 antag -2.8.
`CCOC(=O)c1c(C)n(C)c2ccc(OC)c(NS(=O)(=O)CC)c12` gave IDE act 5.6, CHRM4 PAM 8.3, IDE cell inh -2.8, pCIP destab -8.4, CRFBP-R2 agonist -1.5, MEKK3 PB1 HTS 102.0, PHOSPHO1 block -2.4, CRFR2-BP antag 22.9 and GalR3 antag 3.5.
Screening C[C@@H]1NC(=O)c2cc([N+](=O)[O-])cc(I)c2NCCCC[C@@H](C(N)=O)NC(=O)[C@H](CCC(=O)O)NC1=O returned IDE act -0.6, CHRM4 PAM 10.3, IDE cell inh 1.8, pCIP destab -3.4, CRFBP-R2 agonist -2.9, MEKK3 PB1 HTS 104.0, PHOSPHO1 block 11.1 and CRFR2-BP antag 4.1.

From PubChem BioAssay
